Compound activity (PubChem)
PTHR1 ag: qHTS for PTHR1 Agonists: Primary Screen | Parathyroid hormone/parathyroid hormone-related peptide receptor (Homo sapiens), Q03431 | HEK293 GP2 PTHR1 cells, GloSensor cAMP luminescence, 1 h | Potency, µM (highest dose often 115 µM), inactives show at the highest dose activation, usual class: activators | 410,000 tested, 0.075% active; note: potency is the fitted concentration of half-maximal effect; nearly all actives have a fitted effect of over 55% in size; some results filed as inactive show a strong effect at the top dose; inactives centre near -15; many of its hits are not listed in these tables
Target sequence (Q03431 whole entry, looked up): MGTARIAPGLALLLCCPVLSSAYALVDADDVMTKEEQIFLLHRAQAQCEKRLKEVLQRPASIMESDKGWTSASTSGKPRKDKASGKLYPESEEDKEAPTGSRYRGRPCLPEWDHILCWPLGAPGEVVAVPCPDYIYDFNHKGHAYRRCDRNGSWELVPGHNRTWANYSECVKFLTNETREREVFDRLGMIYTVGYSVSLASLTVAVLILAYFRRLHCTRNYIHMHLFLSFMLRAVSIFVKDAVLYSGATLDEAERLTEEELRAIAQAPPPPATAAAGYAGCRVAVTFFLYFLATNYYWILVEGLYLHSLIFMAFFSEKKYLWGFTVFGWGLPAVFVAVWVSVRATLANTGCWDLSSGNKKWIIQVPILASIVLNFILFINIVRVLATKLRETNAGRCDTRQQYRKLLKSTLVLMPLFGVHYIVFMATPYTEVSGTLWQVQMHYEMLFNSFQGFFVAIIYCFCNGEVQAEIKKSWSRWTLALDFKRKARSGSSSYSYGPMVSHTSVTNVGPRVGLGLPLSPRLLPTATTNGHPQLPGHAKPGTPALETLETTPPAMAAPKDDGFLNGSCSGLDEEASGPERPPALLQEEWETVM
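HEK-293-derived GP2 cells expressing PTHR1 and a GloSensor cAMP reporter, 3,000/well, plated overnight, given luciferin plus IBMX (each 0.5 mM as added) for 1 h at 37 °C, then compound for 1 h at 37 °C. Luminescence was read after 15 min at room temperature.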
GLP-1R inv ag: qHTS of GLP-1 Receptor Inverse Agonists (Inhibition Mode); Glucagon-like peptide 1 receptor (Homo sapiens), P43220; HEK293 GLP-1R CRE-luciferase, luminescence, 24 h; GLP-1R form is constitutively active; Potency, µM (doses to about 38.3 µM), for the others: at the top dose activity change, negative = inhibition, usual class: inhibitors; 410,000 tested, 1.6% active; AID 624417, 2012; note: potency is the fitted concentration of half-maximal effect; % is set by controls: 0 for no effect and ±100 for the full control effect; nearly all actives have a fitted effect of over 55% in size
Target sequence (P43220 whole entry, looked up): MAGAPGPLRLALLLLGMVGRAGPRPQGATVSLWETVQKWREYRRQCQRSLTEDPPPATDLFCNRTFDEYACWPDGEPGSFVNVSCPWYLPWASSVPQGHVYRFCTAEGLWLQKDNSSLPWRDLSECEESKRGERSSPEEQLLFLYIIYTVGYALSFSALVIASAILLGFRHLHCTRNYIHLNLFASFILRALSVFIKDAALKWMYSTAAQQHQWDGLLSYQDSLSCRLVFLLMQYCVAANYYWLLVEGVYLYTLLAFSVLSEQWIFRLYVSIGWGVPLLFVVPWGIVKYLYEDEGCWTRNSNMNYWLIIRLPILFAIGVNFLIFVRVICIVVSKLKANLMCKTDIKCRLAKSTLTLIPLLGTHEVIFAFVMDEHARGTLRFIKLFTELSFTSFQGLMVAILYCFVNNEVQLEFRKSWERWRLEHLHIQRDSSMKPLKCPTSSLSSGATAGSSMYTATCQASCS
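qHTS in 1536-well format: reporter HEK293 cells expressing constitutive GLP-1R activity in DMEM + 10% Nu serum, 24 hr with compounds at 37 deg C, luminescence read after 12 min with detection reagent.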
Akt phos inh: HTS Assay for Inhibitors of Akt Phophorylation: Primary Screen; AID 651550, 2012; activity change, % for hits at 50 µM; Neuro2A IGF-stimulated pAkt S473 HTRF, 20 min; hits give low values; 360,000 tested, 0.32% active; in the data active = activity change below about -80%; inconclusive = mostly about -51% to -80%; note: % is set by controls: 0 for no effect and ±100 for the full control effect
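Neuro2A cells in DMEM with 0.5% FBS, overnight at 37 deg C, given compound at single 50 µM final, then IGF (6 nM final) for 20 min at 37 deg C. Lysed; phospho-Akt Ser473 by HTRF after 24 h, 665/615 ratio.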
aSyn yeast inh: qHTS of alpha-syn Inhibitors; Yeast expressing alpha-synuclein, growth rescue, BacTiter-Glo, 24 h; Potency, µM (top dose mostly 46.1 µM), inactives show at the top dose growth rescue (activation), usual class: activators; 370,000 tested, 0.14% active; note: potency is the fitted concentration of half-maximal effect; % of control where 0% means no effect; nearly all actives have a fitted effect of over 65% in size
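Readout is rescue of growth in alpha-synuclein-expressing yeast, so inhibitors of toxicity appear as activators. Growth after 24 hr at 30 deg C in galactose medium is quantified by luminescence.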
GLP1R cytotox: qHTS of GLP-1 Receptor Inverse Agonists: Cytotox Screen. HEK293 cAMP-luciferase reporter cells, luminescence, 24 h. Potency, µM (doses to about 38.3 µM), inactives show at the top dose activity change, negative = inhibition, hits mostly inhibitors. 410,000 tested, 0.13% active. AID 624418, 2012;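 note: loss of luciferase light is scored as toxicity; potency is the fitted concentration of half-maximal effect; % is set by controls: 0 for no effect and ±100 for the full control effect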
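Compound-treated cells are incubated 24 hr at 37 deg C under 5% CO2 after a 12 hour attachment period, then luciferase detection reagent is added and luminescence is measured following 12 min at room temperature; lowered signal indicates toxicity.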
MmCpn inh: Inhibitors of TCP-1 ring complex (TRiC) of Methanococcus maripaludis (MmCpn): qHTS; Chaperonin Mm-Cpn (Methanococcus maripaludis); 330,000 tested, 0.031% active; Potency, µM (doses to about 76.9 µM), inactives show at the top dose activity, negative = inhibition, most hits filed as inhibitors; purified Mm-Cpn ATPase, ADP Transcreener TR-FRET; note: potency is the fitted concentration of half-maximal effect; % is set by controls: 0 for no effect and ±100 for the full control effect; nearly all actives have a fitted effect of over 80% in size
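Measured: ADP formation by purified Mm-CPN. Conditions: 25 nM protein, 10 uM ATP, Tris pH 7.4 with Mg2+, K+ and DTT, 37°C for 30 min. Detection: Transcreener HTRF after 30 min at room temperature.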
FUS yeast rescue: qHTS for Suppressors of FUS Proteinopathy: Primary screen using FUS-linked yeast assay | S. cerevisiae FUS-expressing, growth rescue, OD600, 24 h | Potency, µM (doses to about 76.6 µM), for inactives: at the top dose growth rescue (activation), actives largely listed as activators | 390,000 tested, 0.24% active | AID 1347120, 2019;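 note: potency is the fitted concentration of half-maximal effect; plate controls were DMSO vehicle for no effect and reference control for full effect; nearly all actives have a fitted effect of over 55% in size; some results filed as inactive show a strong effect at the top dose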
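Read-out: OD at 600 nm after 24hr at 30C, reporting rescue of FUS-induced yeast toxicity. Cells at OD 0.005 in galactose (2%) minimal medium; compounds tested in a dilution series; CP55940 titration from 92uM final as control.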
Abeta yeast res: qHTS for compounds that reverse cellular toxicity of Amyloid beta (A-beta) peptide in yeast: Primary Screen | yeast expressing A-beta42, growth rescue, OD600, 48 h; response scale: 0% DMSO, 100% iron-clioquinol control | Potency, µM (top dose mostly 46.1 µM), without a hit: at the top dose growth rescue, most hits filed as activators | 410,000 tested, 0.063% active | AID 1347071, 2019; note: potency is the fitted concentration of half-maximal effect; nearly all actives have a fitted effect of over 55% in size
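Yeast A-beta toxicity model in growth medium with pinned compounds, 48 h at 30 C; growth read as absorbance at 600 nm. Normalized to FeCl3/clioquinol equimolar mix (positive) and DMSO (negative).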
TDP-43 yeast inh: qHTS of TDP-43 Inhibitors | TDP-43 expressing yeast growth rescue, BacTiter-Glo, 24 h | Potency, µM (top dose mostly 46.1 µM), for inactives: at the top dose growth rescue (activation), actives largely listed as activators | 410,000 tested, 1.8% active; note: potency is the fitted concentration of half-maximal effect; % of control where 0% means no effect; nearly all actives have a fitted effect of over 50% in size
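Readout is BacTiter-Glo luminescence of cell growth, so inhibitors register as activators. TDP-43-expressing yeast at OD600=0.02 in galactose medium, after raffinose pregrowth to mid-log, were incubated with compound for 24 hr at 30 deg C.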
Starred values were filed as active, the others as inactive; i = inactive; ? = inconclusive; nt = no result given; [ ] = remark or other dose. Unless noted, calls come from the whole dose curve; as a rule, active = well fitted curve in the direction sought with a large enough effect; inconclusive = small, poorly fitted or top-dose-only effect, or another doubt; inactive = no such curve, though single readings can be large; an effect the other way counts as inactive or inconclusive. A portion of the library (hit frequency here may not be typical).

SMILES	PTHR1 ag	GLP-1R inv ag	Akt phos inh	aSyn yeast inh	GLP1R cytotox	MmCpn inh	FUS yeast rescue	Abeta yeast res	TDP-43 yeast inh
Cc1ccc(S(=O)(=O)NCCNc2ccc([N+](=O)[O-])cc2)cc1	-7.6%	?	i	12.3%	-21.4%	2.6%	7.3%	10.0%	26.4%
CNS(=O)(=O)c1cccc(C(=O)OCc2csc(-c3ccccc3)n2)c1	-34.6%[inhibitor]	?	i	-0.1%	5.3%	-1.5%	nt	0.0%	15.8µM*
CC1CCN(C(=O)c2ccc(CNS(=O)(=O)c3ccc(C(C)(C)C)cc3)cc2)CC1	-20.6%	?	i	25.1%	3.5%	2.7%	34.5%	11.7%	5.9%
Cc1nc(C(=O)N2CCC(C)(C(=O)NS(=O)(=O)C3CC3)C2)c(C)o1 (configuration not stated)	-8.9%	10.8%	i	2.1%	-0.6%	nt	-19.7%	13.9%	21.3%
CCc1ccc(NC(=O)CN2C(=O)CSC2=O)cc1	i	7.6%	i	0.9%	54.3%	-0.8%	-0.8%	-16.2%	-6.7%
COc1cc(NC(=O)Cc2ccccc2)ccc1NC(=O)Cc1ccccc1	-6.2%	15.4%	i	-0.5%	1.8%	2.3%	-20.9%	8.1%	10.1%
N#Cc1c(C(F)(F)F)cc(-c2ccc(Cl)cc2)[nH]c1=O	-45.6%[inhibitor][57.5 µM]	?	i	-5.4%	21.3%	1.7%	14.8%	4.3%	10.3%
CC[C@]12c3[nH]c4ccccc4c3CCN1C(=O)C(CC(=O)NCc1cccc(C(F)(F)F)c1)C[C@@H]2C(=O)N1CCN(C(=O)C2CC2)CC1 (some centres not stated)	-5.5%	-12.1%	i	-3.3%	2.5%	0.9%	18.2%	2.2%	6.5%
CCC(C)c1ccc(O)c(NC(=S)NC(=O)c2cccnc2)c1 (configuration not stated)	-24.4%	-28.5%	i	15.7%	?	0.3%	36.3%	?	-11.2%[9.22 µM]
CC(C)CN(CC(C)C)C(=O)C12CCC(C)(C(=O)O1)C2(C)C (configuration not stated)	-4.9%	-27.4%	i	-1.9%	4.1%	-2.3%	18.1%	-2.7%	6.3%
COC(=O)c1ccc(COC(=O)CCNS(=O)(=O)c2ccc(C)c(C)c2)cc1	-12.9%	-8.5%	i	-1.1%	-1.7%	2.8%	25.5%	9.9%	?
CC1CN(C(=O)COC(=O)[C@@H]2CC(O)CN2S(=O)(=O)c2ccc3c(c2)OCCO3)CC(C)O1 (some centres not stated)	i	-12.2%	i	-5.6%	-10.6%	-1.8%	nt	-1.6%	1.9%
COc1ccc(OC)c(C2=NOC(C(=O)NCC3CCCO3)C2)c1 (configuration not stated)	-15.0%	5.1%	i	0.1%	1.4%	-0.5%	70.5%	-10.0%	-23.3%
O=C(CN1C(=O)/C(=C\c2cccc(Cl)c2)Sc2ccccc21)NCCCN1CCOCC1	-17.4%	?	i	-7.3%	0.8%	1.3%	5.3%	nt	2.8%
C=CCC1NCCc2c(Br)cccc21 (configuration not stated)	i	13.7%	i	-17.9%	4.1%	-1.9%	-3.0%	-5.6%	-20.6%
N#Cc1c(N)c2ccccn2c1C(=O)c1ccc(Br)cc1	i	-9.3%	i	9.5%	3.4%	-0.5%	-18.9%	-7.3%	27.2%
O=C(Nc1ccc(N2CCOCC2)cc1)c1cccc2c(-c3ccc(F)c(F)c3)coc12	-25.5%	6.2%	i	?	2.3%	nt	10.5%	2.2%	-3.2%
O=C(Nc1ccc(Nc2ccccc2)cc1)c1ccc(Cl)cc1[N+](=O)[O-]	?	?	i	0.0%	-18.6%	nt	17.3%	-9.8%	10.0%
CCN(/N=C/c1ccccc1)c1cc(=O)n(C)c(=O)[nH]1	-0.4%	38.6%[activator]	i	-17.7%	-3.4%	-3.8%	nt	-7.6%	20.8%
CCCCC(=O)Nc1cccc(C(=O)N/N=C/c2ccc(OC)cc2OC)c1	i	-7.4%	i	0.3%	18.4%	2.4%	nt	-2.6%	3.1%

The closing three records of the part before come first, to join the parts:
SMILES	PTHR1 ag	GLP-1R inv ag	Akt phos inh	aSyn yeast inh	GLP1R cytotox	MmCpn inh	FUS yeast rescue	Abeta yeast res	TDP-43 yeast inh
O=C(Nc1ccc(Nc2ccccc2)cc1)c1ccc(Cl)cc1[N+](=O)[O-]	?	?	i	0.0%	-18.6%	nt	17.3%	-9.8%	10.0%
CCN(/N=C/c1ccccc1)c1cc(=O)n(C)c(=O)[nH]1	-0.4%	38.6%[activator]	i	-17.7%	-3.4%	-3.8%	nt	-7.6%	20.8%
CCCCC(=O)Nc1cccc(C(=O)N/N=C/c2ccc(OC)cc2OC)c1	i	-7.4%	i	0.3%	18.4%	2.4%	nt	-2.6%	3.1%
CCN1C(=O)c2ccccc2Sc2ccc(C(=O)NCCN3CCOCC3)cc21	-8.5%	-2.3%	i	-6.6%	-2.6%	-1.4%	-26.1%	-6.1%	11.4%
COc1ccc(-c2nc3cnccn3c2Nc2ccc3c(c2)OCO3)cc1	-10.0%	-29.0%	i	6.1%	-19.5%	-0.5%	28.2µM*	4.2%	23.8%
Cc1cccc(CC(=O)NCCc2csc(-c3ccc(C(F)(F)F)cc3)n2)c1	-23.0%	?	nt	nt	-6.7%	nt	14.4%	25.3%	?
Cc1c(C#N)c2ncnc(N)c2n1-c1ccccc1	i	3.5%	-103.7%*	-20.2%	0.2%	-0.3%	-41.1%	7.3%[9.22 µM]	5.9%
CCc1cccc(NC(=O)CN(c2ccc(C)c(C)c2)S(=O)(=O)c2ccsc2C(=O)OC)c1	i	8.2%	nt	nt	7.0%	nt	31.0%	-9.3%	11.3%
CCN1CCN(c2c(Cl)cccc2NC(=O)c2cccs2)CC1	i	1.7%	i	-2.6%	-2.2%	-0.1%	-18.0%	-0.8%	13.5%
COc1cccc(C(c2c(NC(=O)c3ccco3)sc(C)c2C)N2CCOCC2)c1 (configuration not stated)	-2.0%	?	i	-2.1%[1.84 µM]	1.3%	2.5%	?	-40.5%[inhibitor]	?
COc1ccc(NC(=O)c2ccccc2SC)cc1	i	10.4%	i	11.5%	-6.0%	-7.6%	5.3%	0.7%	-0.4%
CCCn1c2ccccc2c2cnn(CC(=O)NCCc3ccc(OCC)c(OCC)c3)c(=O)c21	-14.0%	-7.3%	nt	nt	7.8%	nt	5.7%	-14.5%	15.4%
O=C(/C(=C(\O)c1ccccc1)c1ncc[nH]1)c1ccccc1	i	-5.4%	i	-9.8%	-5.2%	-11.2%	-22.3%	-6.0%	-0.8%
COc1ccc(C(=O)NCC(=O)N2CCCCC2)cc1OC	-26.3%	10.6%	i	4.5%	10.0%	-0.7%	-36.8%	15.2%	20.3%
CCC(=O)Nc1ccc(NC(=O)c2ccc3c(c2)OCO3)cc1	i	-0.5%	i	-3.6%	-2.5%	-0.4%	-4.6%	13.4%	-2.3%
O=C1N[C@@H](Cc2ccccc2)C(=O)N2[C@H]1C[C@]1([C@]34C[C@H]5C(=O)N[C@@H](Cc6ccccc6)C(=O)N5[C@H]3N(S(=O)(=O)c3ccccc3)c3ccccc34)c3ccccc3N(S(=O)(=O)c3ccccc3)[C@H]21	i	8.0%	i	0.9%	-23.5%	0.7%	44.9%	2.9%	17.7%
O=C(NCc1cccc(OC(F)(F)F)c1)c1cccc2c1C(=O)c1ccc(-c3ccc(F)cc3OCc3ccccc3)cc1S2(=O)=O	-18.9%	6.4%	i	-1.2%	0.4%	-8.6%	-4.3%	3.1%	-1.6%
CCN(CC(=O)NCc1ccc(Cl)cc1)C(=O)CCOc1ccccc1C	i	?	i	12.0%	-6.8%	-3.0%	25.7%	-1.3%	-7.2%
O=C(N1CCOCC1)N1CCN(c2nc(-c3ccccc3)cs2)CC1	-35.0%[inhibitor]	5.4%	i	-7.4%	-13.3%	-3.4%	nt	0.0%	8.6%
Cc1ccc(C2C=C(c3ccccc3)Nc3ncnn32)cc1 (configuration not stated)	-24.5%	-5.9%	i	2.3%	473.1%[activator]	nt	3.0%	0.9%	?
CCc1ccc(NC(=O)c2ccc(-n3cncn3)c([N+](=O)[O-])c2)cc1	-39.7%	?	i	-9.5%	1.6%	1.6%	-5.2%	0.4%	-2.0%
CCc1ccc(-n2ccc(=O)c(C(=O)O)n2)cc1	i	15.5%	i	-0.5%	-4.0%	-1.7%	3.6%	4.0%	-27.3%
COc1ccc(C(=O)N2CCN(c3nc4ccccc4o3)CC2)cc1OC	-39.0%[inhibitor]	-21.2%	i	0.0%	0.8%	-3.2%	-5.0%	15.6%	16.0%
Cc1ccc(CCNC(=O)C2CCCN(S(=O)(=O)c3c(C)nn(C)c3C)C2)cc1 (configuration not stated)	i	-10.6%	i	2.9%	8.7%	-1.3%	-3.3%	1.7%	9.1%
Cc1ccc(S(=O)(=O)Cn2nnnc2C(CC(C)C)N2CCC(C(N)=O)CC2)cc1 (configuration not stated)	-9.8%	-7.8%	i	-6.4%	2.4%	-1.2%	19.0%	0.2%	-7.4%
